# Screens deposited in PubChem by several laboratories.
# RTF Ca sens inh: cardiac RTF calcium desensitization. IANBD-labeled cardiac RTF, Ca2+ fluorescence. inhibition, % at 7.15 µM. 340,000 compounds, 0.12% hits. AID 493244;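 active = inhibition above the mean inhibition of all tested compounds plus 3 SD, cut at about 17% in these data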;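 note: assay run at fixed EC70 calcium of 1.6 mM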
# C-LANA FP: KSHV C-LANA DNA binding inhibition; 340,000 compounds, 0.078% hits; MBP-C-LANA/FAM-LBS DNA binding, fluorescence polarization; inhibition, % at 9 µM;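 active = highest replicate inhibition at or above 60% at 9 µM, even if other replicates fall short; inactive = all replicates below 60% inhibition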;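 note: 0% = neutral control wells and 100% = 4 µM acridine orange control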
# Keap1-Nrf2 PPI: inhibitors of human Keap1-Nrf2 protein-protein interaction; Q14145; Keap1 Kelch-Nrf2 peptide fluorescence polarization, 1536-well; inhibition, % at 9.4 µM; 340,000 compounds, 0.15% hits; in the data active = inhibition above about 12%;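 note: human Keap1 Kelch domain with fluorescein labeled Nrf2 9mer peptide probe; 0% = neutral control wells and 100% = peptide positive control; higher means more block of Keap1 binding to Nrf2 peptide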
# Target sequence (Q14145 whole entry, looked up, the tested form may be a part): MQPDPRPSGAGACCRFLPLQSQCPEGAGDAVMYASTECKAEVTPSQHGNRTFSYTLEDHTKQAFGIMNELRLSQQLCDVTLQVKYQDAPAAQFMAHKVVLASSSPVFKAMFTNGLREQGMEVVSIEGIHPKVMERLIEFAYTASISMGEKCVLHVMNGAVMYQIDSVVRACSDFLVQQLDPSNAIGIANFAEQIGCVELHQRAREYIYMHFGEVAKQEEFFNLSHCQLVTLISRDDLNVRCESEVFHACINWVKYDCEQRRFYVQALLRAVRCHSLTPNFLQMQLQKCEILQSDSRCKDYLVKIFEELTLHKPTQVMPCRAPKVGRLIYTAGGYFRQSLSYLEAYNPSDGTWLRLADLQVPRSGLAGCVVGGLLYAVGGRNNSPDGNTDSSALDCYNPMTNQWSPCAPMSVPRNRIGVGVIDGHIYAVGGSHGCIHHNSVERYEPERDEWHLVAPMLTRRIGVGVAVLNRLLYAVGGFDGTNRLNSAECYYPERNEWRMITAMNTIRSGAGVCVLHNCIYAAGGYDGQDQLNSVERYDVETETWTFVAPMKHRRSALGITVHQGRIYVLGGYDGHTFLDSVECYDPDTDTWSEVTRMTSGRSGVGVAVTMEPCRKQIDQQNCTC
# V-ATPase pH: yeast V-ATPase proton transport regulation by pHLuorin. S. cerevisiae, pHLuorin cytosolic pH fluorescence. 350,000 compounds, 0.37% hits. response, % at 10 µM; in the data active = response mostly above about 7.3%, no sharp cut-off; inactive = mostly below about 5.4%; note: actives read high; inactives centre near 0; some compounds called inactive have numbers as strong as hits; reference of the scale not given here
# RTF Ca sens act: increases calcium sensitivity of human cardiac regulated thin filaments | AID 493008 | IANBD-labeled TnC RTF fluorescence at EC20 calcium; 0% EC20 calcium, 100% full calcium | 340,000 compounds, 0.24% hits | activation, % at 7.2 µM | P19429+P45379;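 active = activation above the mean over all tested compounds plus 3 SD, cut at about 30% in these data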;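 note: rise in fluorescence read as greater calcium sensitivity of cardiac thin filaments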
# Wnt act: activates Wnt/beta-catenin signaling in a reporter cell assay. activator, plate reader. activation, % at 9.35 µM. 300,000 compounds, 1.2% hits. AID 743398; in the data active = activation above about 30%, passing the limit was not always enough;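 note: 0% = neutral control wells and 100% = positive control wells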
# Arrestin-AP2 inh: blocks beta-arrestin peptide binding to AP2 adaptin | FITC-arrestin peptide / GST-AP2 beads, flow cytometry; AP2 beta2 appendage carries R879A mutation | inhibition, % at 10 µM | 340,000 compounds, 0.31% hits;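 active = inhibition above a set limit, near 3 SD of compounds lacking own fluorescence, cut at about 54% in these data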;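 note: plate controls were DMSO wells for no effect and 5 µM unlabelled arrestin peptide for full effect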
#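 Test system: GST-tagged AP2 beta2-adaptin appendage (R879A) on 4 µm glutathione beads; also added: fluorescein-tagged arrestin peptide at 50 nM final; timing: 12 min plus 1 h, RT; signal: flow cytometry, FL1 (488/535 nm); read-out: percent drop in bead-associated FITC signal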
# OPRM1-OPRD1 ag: agonists of human mu-delta opioid receptor heterodimerization | cells, OPRM1-OPRD1 heterodimerization, luminescence | activation, % at 9.3 µM | 340,000 compounds, 0.3% hits | AID 504326; in the data active = activation above about 18%;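 note: 0% = vehicle-treated cells and 100% = reference agonist; values of inactives mirror those of a sister screen read the other way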
# DSG3 Ab inh: blocks pemphigus antibody binding to human desmoglein-3; AID 588358; binding (percent of control), % at 10 µM; 310,000 compounds, 0.48% hits; DSG3-coupled beads, scFv-anti-DSG3-GFP binding, flow cytometry; active compounds read low; P32926;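 active = binding more than 3 SD below its plate's average and above zero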;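 note: hits lower antibody fragment binding to DSG3; some compounds called inactive have numbers as strong as hits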
# OPRM1-OPRD1 inv: inverse agonists of human mu-delta opioid receptor heterodimerization. cell-based MOR-DOR heterodimer luminescence, inverse agonism. inhibition, % at 9.3 µM. 340,000 compounds, 0.21% hits. AID 504357; in the data active = inhibition above about 22%, passing the limit was not always enough;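 note: 0% = cells with DMSO and 100% = wells without cells with DMSO; values of inactives mirror those of a sister screen read the other way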
# * hit, by the source's call; . = not tested or not shown.
SMILES,RTF Ca sens inh,C-LANA FP,Keap1-Nrf2 PPI,V-ATPase pH,RTF Ca sens act,Wnt act,Arrestin-AP2 inh,OPRM1-OPRD1 ag,DSG3 Ab inh,OPRM1-OPRD1 inv
C=CC[C@@H](CC(=O)N(CCO)Cc1ccccc1)C(=O)NC[C@@H](OC(=O)[C@@H](CC=C)CC(=O)OC(C)(C)C)c1ccccc1,-3,-0.7,0,0,-8,-5,.,4.0,101,-23
CCCc1noc(-c2cccc([N+](=O)[O-])c2)n1,1,0.2,-4,0,4,0,-15,0.0,90,0
COc1ccc(CN2C(=O)NC3(CCCCC3)C2=O)cc1F,-7,-0.5,-6,-2,-1,.,-21,-0.3,120,1
O=C(NCC1CCCO1)c1cc2c(s1)CS(=O)(=O)C2 (centres undefined),-4,-0.3,-3,-1,5,-5,-3,-2.4,123,11
COc1ccc(N2C(=NC(=O)c3ccc(Br)cc3)SC3CS(=O)(=O)CC32)cc1 (centres undefined),1,1.1,-4,4,-2,-4,9,-1.6,.,6
CCS(=O)(=O)c1ccc(-c2cccc(NC(=O)COc3ccc(Cl)cc3)c2)nn1,-1,0.7,-2,0,-5,-2,15,1.4,79,-7
C[C@H](CO)N1C[C@H](C)[C@@H](CN(C)C(=O)Nc2ccccc2)Oc2ccc(NC(=O)CCN3CCOCC3)cc2C1=O,-2,2.0,-7,1,-2,-1,8,0.1,99,-1
COCCNC(=O)[C@@H]1CSC2c3ccc(OC)c(OC)c3C(=O)N21 (some centres undefined),8,-0.7,-5,-2,-3,-1,35,-2.4,107,11
O=C(Nc1cccc2cccnc12)c1cccnc1,-9,-0.7,0,0,-5,-2,-6,-1.3,96,7
CCCCn1cnc2c([nH]c3cc(OC)ccc32)c1=O,3,-0.2,-1,0,1,.,3,-2.1,124,12
COc1ccc(CCNC(=O)c2cc(-c3ccc(Cl)c(Cl)c3)oc2C)cc1,4,0.4,2,4,-2,-1,26,1.9,123,-11
Cc1ccc(-c2ncns2)cc1,-6,-0.1,-3,2,-3,2,10,-1.2,.,6
CNC(=O)CSc1nnc(-c2ccccc2F)n1CCc1ccccc1,4,-0.8,0,0,1,-3,0,-3.3,101,17
O=C(NCC1CCCO1)c1ccccc1-c1nc(-c2ccc(Cl)cc2)no1 (centres undefined),-9,-0.3,-3,2,-6,8,3,-4.8,.,22
c1ccc2[nH]c(SCc3ccc(-c4nnco4)cc3)nc2c1,0,-0.3,-1,-2,-4,1,26,0.5,98,-3
Cn1c(SCC(=O)N2CCN(Cc3ccccc3)CC2)nnc1-c1ccncc1,0,-0.8,-1,-5,-1,.,0,-3.6,100,18
CCOc1ccc(S(=O)(=O)Nc2cccc(C(=O)N3CCN(C(C)=O)CC3)c2)cc1,-9,0.1,0,-2,-3,-3,22,0.4,100,-2
CCOc1cc(C2NC(=O)NC(O)(C(F)(F)F)C2C(=O)c2ccc(Cl)cc2)ccc1O (centres undefined),-1,-0.1,1,1,-6,-2,7,1.1,102,-6
Cc1cccc(OCC(O)CN2CC3(C)CC2CC(C)(C)C3)c1 (centres undefined),-10,0.6,-6,0,-2,-5,3,11,90,-71
Cc1nc2c(C)cccn2c1C(=O)c1ccccc1,-3,-1.1,-1,2,-2,-1,0,-2.6,98,13
Cc1ccc(NC(=S)Nc2ccc3[nH]c(=O)[nH]c3c2)cc1C,-16,0.2,-2,-1,-2,-1,36,-3.6,106,18
COc1cc(CNc2ccc3c(c2)OCCO3)ccc1OCC(N)=O,-1,-1.0,-4,-3,1,-2,11,-0.8,98,4
O=C(CN1C(=O)CCSc2ccccc21)Nc1cccc(F)c1,-5,-0.8,-2,1,-1,.,-6,-1.0,97,5
COc1ccc(CNC(=O)C(C#N)c2nc3ccccc3nc2N2CCN(C)CC2)cc1 (centres undefined),-8,-0.3,-2,-1,1,-3,-2,-1.8,95,10
O=C(CN1CCN(Cc2ccccc2)CC1)Nc1ccc(-n2cnnn2)cc1,-6,1.1,-3,3,-5,-3,11,-2.5,102,14
Cc1ccccc1OCC(=O)NNC(=O)Nc1ccc(Cl)cc1,3,0.7,-1,-1,-8,.,-3,0.1,.,0
CC(=O)Nc1ccc(NC(=O)CCC(=O)OCC(=O)c2cccc([N+](=O)[O-])c2)cc1,-17,-0.2,2,-4,-3,-2,21,-11,86,71*
Cc1ncc([N+](=O)[O-])n1CC(=O)NCCc1ccccc1,2,-1.6,3,1,5,0,43,-0.1,103,1
CN(C)c1c([N+](=O)[O-])cc(N2C(=O)C=CC2=O)cc1[N+](=O)[O-],3,-0.9,5,9,-6,.,20,-3.6,81,19
COC(=O)c1[nH]c2cc(OC)ccc2c1NC(=O)CCN1CCCCC1,0,0.2,-2,4,1,.,-4,-3.0,106,12
Cc1ccc(NC(=O)NN2CCOCC2)cc1,-14,0.2,1,2,0,8,19,-1.3,104,7
CSCCC(NC(=O)c1ccco1)C(=O)NCC(c1ccco1)N1CCCCC1 (centres undefined),0,0.1,-1,0,-2,-1,3,-4.2,101,16
COc1cccc(N/C=C/C(=O)c2ccc(OC)c(OC)c2)c1,4,-0.9,-8,1,6,14,6,1.4,114,-7
C#CCOCCOCCOCCNc1nc(N2CCN(C(=O)[C@H](CCCCN)n3cc([C@@H](N)CO)nn3)CC2)nc(N2CCN(C(=O)[C@H](CCCCN)n3cc([C@@H](N)CC(C)C)nn3)CC2)n1,-4,-1.9,-5,-1,2,1,3,1.3,102,-8
CC(=O)c1ccc(NC(=O)Cn2cnc(S(=O)(=O)N3CCc4ccccc43)c2)cc1,-7,1.9,2,-4,-2,3,1,-0.7,79*,3
O=C(Nc1cccc(F)c1)N1CCC(c2ccccc2)CC1,-3,-3.9,-1,-2,-3,7,36,3.3,103,-15
NS(=O)(=O)c1ccc(CCNc2nc(CN3CCOCC3)nc3sc4c(c23)CCC4)cc1,4,-0.2,0,-4,-2,.,31,-3.5,101,18
Cc1ccc(C(=O)Nc2ccc3c(c2)OCCO3)cc1S(=O)(=O)N1CCOCC1,2,-1.5,-4,-3,-3,-1,6,-2.3,118,12
CCCc1cnc(N2CCN(C(=O)c3ccc(OC)cc3)CC2)nc1,-4,1.3,-3,0,3,.,22,0.2,104,-1
CCOC(=O)N1CCN(C(=O)c2ccc(N3CC4CC(C3)c3cccc(=O)n3C4)c(NC(=O)c3ccc(F)cc3)c2)CC1 (centres undefined),1,-0.2,4,-2,-6,-3,-12,-2.8,.,15
Cn1c(=O)c2c(nc(SCc3ccc(F)cc3)n2C)n(C)c1=O,-2,-2.5,-2,1,-1,-3,-6,-0.6,109,3
COc1ccc(CC(=O)Nc2ccccc2NC(=O)c2ccco2)cc1OC,-7,0.7,-8,1,-5,-3,-4,-0.6,83,4
Cc1cc(C)n2nc(SCCCC(=O)c3ccc(F)cc3)nc2n1,-9,6.2,6,-3,0,-2,30,-0.1,94,0
COc1ccc(NC(=O)Nc2sc(=S)n(C)c2C)cc1,3,-0.1,-2,0,0,4,.,-4.3,85,22
CC(C)N1CCN(Cc2nc3c(s2)CCCC3)CC1CCO (centres undefined),4,-0.1,-5,-1,0,-2,-5,-0.3,80,1
Cc1ncsc1CCC(=O)N1CCCC(Nc2ccc(C(C)C)cc2)C1 (centres undefined),2,-0.3,-5,-5,-2,-1,6,1.4,105,-5
COc1ccc(C)cc1NC(=O)NNC(=O)c1ccoc1C,5,-0.7,-7,0,-4,-1,-4,-3.4,103,18
CCOC(=O)C1CCN(C(=O)C2CCCN2S(=O)(=O)c2ccc(Cl)cc2)CC1 (centres undefined),-2,0.7,-1,2,-4,-1,-5,-1.7,.,9
COc1ccc(CNC(=O)Cn2cccc2C(=O)c2ccccc2C)cc1,-10,-0.6,-1,-2,-5,12,0,-2.6,100,13
Cc1c(N2C(=O)C(=O)/C(=C(/O)c3ccc(Cl)cc3)C2c2ccccc2)c(=O)n(-c2ccccc2)n1C (centres undefined),-8,0.4,-2,2,4,.,5,-1.6,87,8
CC(NC(=O)COC(=O)C1CCC1)c1ccccc1 (centres undefined),-6,-0.8,-1,2,3,-1,6,3.6,92,-23
Nc1nonc1-n1nnc(C(=O)N/N=C/c2cccc(F)c2)c1CN1CCCCCC1,-11,3.5,-1,-1,2,0,-12,-1.8,.,10
COc1cc(CN2CCC(n3nccc3NC(=O)c3ccccc3OC)CC2)ccc1F,-10,0.6,1,-2,-1,0,33,-2.2,103,11
CCCNC(=O)NC(=O)COC(=O)CNS(=O)(=O)/C=C/c1ccccc1,-2,2.0,1,-4,-3,-1,-4,-4.4,98,20
O=C1c2ccccc2[C@@H]2C[C@@H](O)[C@H](Nc3ccccc3-c3ccccc3)CCN12,-8,-1.9,2,-6,0,-2,22,-1.9,99,9
CCOC(=O)C1(Cc2ccccc2)NC(c2ccccc2F)C2C(=O)N(CC)C(=O)C21 (centres undefined),7,13,0,-2,1,9,-4,-2.3,105,13
NS(=O)(=O)c1ccc(NC(=O)c2cc(Cl)ccc2Cl)cc1,-1,1.5,-2,4,1,-3,15,-1.2,102,7
CCOC(=O)c1ccc(NC(=O)Cn2c(=O)oc3ccccc32)cc1,1,-0.3,3,0,-4,-2,-11,-1.9,99,9
C#Cc1cccc(C(=O)N2CCCC(C(=O)c3ccc(OC)cc3C)C2)c1 (centres undefined),-4,-1.0,0,0,0,3,-12,-4.2,102,23
CC(CC(=O)NC1CCSC1=O)c1ccccc1 (centres undefined),2,1.1,-5,1,-7,.,-7,-1.2,97,7

# The closing three records of the section before open the next one.
SMILES,RTF Ca sens inh,C-LANA FP,Keap1-Nrf2 PPI,V-ATPase pH,RTF Ca sens act,Wnt act,Arrestin-AP2 inh,OPRM1-OPRD1 ag,DSG3 Ab inh,OPRM1-OPRD1 inv
CCOC(=O)c1ccc(NC(=O)Cn2c(=O)oc3ccccc32)cc1,1,-0.3,3,0,-4,-2,-11,-1.9,99,9
C#Cc1cccc(C(=O)N2CCCC(C(=O)c3ccc(OC)cc3C)C2)c1 (centres undefined),-4,-1.0,0,0,0,3,-12,-4.2,102,23
CC(CC(=O)NC1CCSC1=O)c1ccccc1 (centres undefined),2,1.1,-5,1,-7,.,-7,-1.2,97,7
Cc1ccc(-n2c(=O)c3sccc3n(Cc3cc(=O)n4ccccc4n3)c2=O)cc1,-3,-1.5,1,0,0,1,-3,0.3,90,-2
Cc1c(NC(=O)Nc2ccc(C(C)C)cc2)c(=O)n(-c2ccccc2)n1C,5,0.2,-3,-2,-1,0,-3,-1.2,108,8
C/C(=N\NC(=O)c1cccc(S(=O)(=O)N2CCCCC2)c1)c1ccc(C)o1,10,-1.8,-3,-1,2,1,0,1.5,108,-8
c1ccc2[nH]c(CN3CCCCCC3)nc2c1,-5,0.4,0,1,-5,-1,-5,-1.9,99,10
COc1ccc(CCNC/C=C/c2ccccc2)cc1,-4,-0.8,2,3,-1,0,-11,-1.0,107,5
